Kir21 block = inhibitors of mouse Kir2.1 inward-rectifier potassium channel | HEK293-Kir2.1, FluxOR thallium flux fluorescence; active compounds read low | B-score at 10 µM | P35561 | 0.85% of 310,000 active;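 active = fluorescence ratio B-score at or below minus 3 SD of library scores, with starting-brightness B-score within 2 SD, cut at about -4.2 in these data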;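 also: channel flux triggered by added potassium and thallium sulfate stimulus; B-score of peak minus minimum fluorescence over baseline after thallium stimulus; more negative B-score means stronger Kir2.1 block with less thallium influx; some compounds called inactive have numbers as strong as hits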
Target sequence (P35561 whole entry, looked up): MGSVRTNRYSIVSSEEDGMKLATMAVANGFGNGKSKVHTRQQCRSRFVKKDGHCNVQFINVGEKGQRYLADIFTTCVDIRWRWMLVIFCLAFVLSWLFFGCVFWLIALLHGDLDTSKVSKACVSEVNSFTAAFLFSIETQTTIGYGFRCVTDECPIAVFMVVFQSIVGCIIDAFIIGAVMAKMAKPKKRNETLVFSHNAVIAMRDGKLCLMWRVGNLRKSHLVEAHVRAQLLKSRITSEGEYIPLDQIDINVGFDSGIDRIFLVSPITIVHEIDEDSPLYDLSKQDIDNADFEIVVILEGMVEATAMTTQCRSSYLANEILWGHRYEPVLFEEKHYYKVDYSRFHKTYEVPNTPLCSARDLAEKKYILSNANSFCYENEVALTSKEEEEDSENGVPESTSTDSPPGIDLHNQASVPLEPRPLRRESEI
STK33 kinase inh = human STK33 kinase inhibition | Q9BYT3 | purified STK33, MBP phosphorylation, ADP-Glo luminescence | inhibition, % at 10 µM | 0.073% of 320,000 active | AID 2661;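 active = inhibition at or above 25%, using the most active replicate where run in duplicate; inactive = inhibition below 25%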
Target sequence (Q9BYT3 whole entry, looked up): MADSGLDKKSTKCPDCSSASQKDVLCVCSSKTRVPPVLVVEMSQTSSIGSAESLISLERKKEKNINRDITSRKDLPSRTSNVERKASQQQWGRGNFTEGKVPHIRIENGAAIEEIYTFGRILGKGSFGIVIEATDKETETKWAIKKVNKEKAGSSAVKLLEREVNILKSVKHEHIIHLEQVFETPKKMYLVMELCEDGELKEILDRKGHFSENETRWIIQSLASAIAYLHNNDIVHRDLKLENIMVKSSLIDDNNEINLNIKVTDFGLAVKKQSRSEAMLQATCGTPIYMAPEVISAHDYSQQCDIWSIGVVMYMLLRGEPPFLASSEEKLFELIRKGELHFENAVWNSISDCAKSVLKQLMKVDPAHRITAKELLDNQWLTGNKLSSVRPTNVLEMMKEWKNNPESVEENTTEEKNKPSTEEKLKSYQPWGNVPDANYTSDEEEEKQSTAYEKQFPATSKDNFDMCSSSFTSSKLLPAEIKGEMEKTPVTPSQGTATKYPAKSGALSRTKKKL
* marks the source's active call; other numbers are inactive results; . = not tested or not shown.

STK33 kinase inh | Kir21 block | molecule
-3.2 | -1.5 | Cc1ccc(NCN2C(=O)c3ccccc3C2=O)c(C)c1
0.2 | -0.08 | O=C1c2ccccc2C(O)(c2ccccc2)N1c1ccncc1 (stereo not given)
-3.6 | 1.6 | COc1ccccc1C(=O)N1CCc2ccccc21
-2.0 | 0.01 | COc1ccc(C=O)cc1OS(=O)(=O)c1ccccc1[N+](=O)[O-]
-0.3 | -3.4 | N#CC1=C(N)NC(SCc2ccccc2)=C(C#N)C12CCCC2
-0.4 | 0.26 | CC1=NN(C(N)=S)C(=O)C1N=Nc1ccc(S(N)(=O)=O)cc1 (stereo not given)
-0.6 | -0.77 | NC(=O)CC(NC(=O)c1ccccc1)c1ccc(N2CCN(c3ccc(F)cc3)CC2)c([N+](=O)[O-])c1 (stereo not given)
0.3 | -2 | COc1cc(-c2nnc(SCc3cc(=O)oc4cc(C)ccc34)o2)cc(OC)c1OC
0.1 | -0.77 | CC(=O)Nc1ccc(-c2cc(C(=O)O)c3ccccc3n2)cc1
0.1 | 0.23 | O=C(CCNS(=O)(=O)c1ccccc1C(F)(F)F)NNC(=O)c1csc(N2CCOCC2)n1
-0.4 | -2.9 | Cc1cc(=O)[nH]c(SCC2COC3(CCCCC3)O2)n1 (stereo not given)
-1.2 | -2.1 | Cc1cc(/C=C2/NC(=O)N(Cc3ccccc3F)C2=O)c(C)n1C
-2.4 | -1.3 | CCN(CC)S(=O)(=O)c1ccc(N(C)Cc2cccnc2)nc1
-0.8 | 1.6 | COc1ccc(NS(=O)(=O)c2ccc(C)c(C(=O)NCC(c3ccco3)N3CCCCC3)c2)cc1 (stereo not given)
-1.1 | -1.8 | Cc1ccc(S(=O)(=O)N(C)c2ccccc2C(=O)Nc2ccc(F)cc2F)cc1
0.2 | -0.36 | O=C(Cn1cccc1)Nc1ccc(F)cc1F
0.5 | 2.5 | O=C(N/C=C/n1cnc2cc(C(F)(F)F)ccc21)c1ccccc1F
-1.4 | -1.4 | CC1Cc2ccccc2N1C(=O)c1cccnc1 (stereo not given)
-0.4 | -0.46 | O=C1CN(C(=O)COC(=O)C2CCN(S(=O)(=O)c3ccccc3C(F)(F)F)CC2)c2ccccc2N1
0.3 | -1.2 | COc1ccc(C2(CNC(=O)Cc3ccc(OC)c(OC)c3)CCCC2)cc1
-1.0 | -0.44 | S=C1NC(c2ccccc2)=NCN1c1ccccc1
-0.8 | -1 | CCN(c1ccccc1)S(=O)(=O)c1ccc2[nH]c(=O)c(=O)[nH]c2c1
-2.0 | 0.52 | CCOc1ccc2sc(NS(=O)(=O)c3ccc(OC)c(OC)c3)nc2c1
9.7 | -0.03 | S=C(Nc1ccc(Cl)cc1)Nc1ccc2cn[nH]c2c1
1.0 | 0.66 | COc1cccc(NC(=O)C(=O)NCc2ccncc2)c1
0.0 | 1.2 | COc1ccccc1NC(=O)C(=O)NCC(c1ccco1)N1CCc2ccccc2C1 (stereo not given)
-1.9 | 1.1 | Cc1nc(NC(=O)c2ccc(F)cc2)nc2cc3c(cc12)OCO3
-0.4 | 0.47 | O=C(Nc1ccccc1F)C(=O)c1cn(CC(=O)N2CCCCC2)c2ccccc12
0.5 | . | O=C(COC(=O)[C@@H]1CCCN1C(=O)c1cccs1)Nc1cccc(Cl)c1
-0.2 | . | C=CCCO[C@@H]1O[C@@H](C)[C@H](O)C[C@H]1O

Ordered by heavy-atom count (falling): 7 of the compounds above
STK33 kinase inh | Kir21 block | molecule
-0.6 | -0.77 | NC(=O)CC(NC(=O)c1ccccc1)c1ccc(N2CCN(c3ccc(F)cc3)CC2)c([N+](=O)[O-])c1 (stereo not given)
-0.4 | 0.47 | O=C(Nc1ccccc1F)C(=O)c1cn(CC(=O)N2CCCCC2)c2ccccc12
-2.0 | 0.52 | CCOc1ccc2sc(NS(=O)(=O)c3ccc(OC)c(OC)c3)nc2c1
-1.2 | -2.1 | Cc1cc(/C=C2/NC(=O)N(Cc3ccccc3F)C2=O)c(C)n1C
-2.4 | -1.3 | CCN(CC)S(=O)(=O)c1ccc(N(C)Cc2cccnc2)nc1
-0.4 | 0.26 | CC1=NN(C(N)=S)C(=O)C1N=Nc1ccc(S(N)(=O)=O)cc1 (stereo not given)
-0.2 | . | C=CCCO[C@@H]1O[C@@H](C)[C@H](O)C[C@H]1O

Ordered by value in STK33 kinase inh (highest first): some entries from above.
structure	STK33 kinase inh
S=C(Nc1ccc(Cl)cc1)Nc1ccc2cn[nH]c2c1	9.7
COc1ccccc1NC(=O)C(=O)NCC(c1ccco1)N1CCc2ccccc2C1 (stereo not given)	0.0
O=C1CN(C(=O)COC(=O)C2CCN(S(=O)(=O)c3ccccc3C(F)(F)F)CC2)c2ccccc2N1	-0.4

New compounds follow:
STK33 kinase inh | Kir21 block | molecule
0.1 | 1.1 | CCCc1nc2sc3ccccc3c(=O)c2c(=O)n1Cc1ccc(OC)cc1
0.0 | -0.88 | O=C(C1CCCO1)N1CCN(C(=S)Nc2cc(F)cc(F)c2)CC1 (stereo not given)
-1.4 | -0.01 | Cc1ccc(SCC(=O)Nc2cccc(C(=O)NC(C)(C)C)c2)cc1
-1.8 | -1.3 | C=C(C)CNC(=S)N/N=C1\CCCCc2ccccc21
-1.0 | 1.1 | Nc1ccccc1C(=O)N/N=C1\C2CN3CCN(C2)CC1(c1ccccc1)C3
-0.9 | 0.16 | O=S(=O)(/N=C(/Nc1cccc2ccccc12)c1ccc(F)cc1)c1ccccc1
-0.1 | -0.44 | CCOc1ccc(Nc2nc(N)c([N+](=O)[O-])c(N3CCOCC3)n2)cc1
-0.2 | 1.7 | Cc1ccc(C(C(=O)NCC2CCCO2)N(C(=O)c2snc(C(N)=O)c2N)c2ccc3c(c2)OCCO3)cc1 (stereo not given)
-1.8 | -0.25 | O=C(CSc1nc2ccccc2c(=O)n1CCCN1CCOCC1)Nc1ccc2c(c1)OCO2
-0.1 | 0.32 | O=C(c1ccc(F)cc1)N1CCCC(c2nc(-c3cccs3)no2)C1 (stereo not given)
0.3 | -1.9 | O=C(Nc1ccc2c(c1)OCO2)N1CCN(c2ncc(C(F)(F)F)cc2Cl)CC1
-2.6 | 2.2 | O=C1CCCN1CCCNCC(O)c1ccccc1 (stereo not given)
-0.1 | -0.67 | Cc1ccc(/C=N/NC(=O)c2nnn(-c3nonc3N)c2CN(C)C)o1
-2.0 | 0.81 | CCOc1ccccc1NC(=O)CCS(=O)(=O)c1ccc2c(c1)CC(C)N2C(C)=O (stereo not given)
0.3 | -0.41 | Cc1ccc(NC(=O)c2ccco2)c(NC(=O)c2ccc(Cl)cc2)c1
-0.6 | -0.97 | CSCC(O)Cn1[nH]c(=O)c2cc(Cl)c(Cl)cc2c1=O (stereo not given)
0.6 | -0.45 | O=C(c1cc2c(=O)n3ccccc3nc2s1)N1CCN(c2cccc(Cl)c2)CC1
-0.4 | -0.65 | CCOC(=O)N1CCN(C(=O)C2CCCN(S(=O)(=O)c3ccccc3)C2)CC1 (stereo not given)
-0.6 | -1.8 | O=C(CSc1nnc(-c2ccccc2Cl)n1Cc1ccco1)Nc1ccc2c(c1)OCCO2
-0.9 | -0.03 | O=C(COC(=O)CC1c2ccccc2CCN1S(=O)(=O)c1ccccc1)Nc1ccccc1 (stereo not given)
-1.3 | . | CCN(CC)S(=O)(=O)c1cc(NC(=S)NC(=O)C2CCCC2)ccc1C
-1.5 | -3 | COc1ccc(N(CC(=O)NCCSCc2cccc(Cl)c2)S(C)(=O)=O)cc1Cl
-0.6 | . | O=C(C[C@H]1C/C=C\C[C@H](NC(=O)OCC2c3ccccc3-c3ccccc32)C(=O)O[C@@H](c2ccccc2)CNC1=O)NCCO
-1.9 | -0.74 | CN(C)S(=O)(=O)c1ccc(Cl)c(NC(=O)COC(=O)CN2C(=O)C3CCCCC3C2=O)c1 (stereo not given)
7.6 | -0.97 | Cc1nn(-c2ccccn2)c2c1-c1nc(N)ncc1CC2
-2.5 | . | O=C(NC(=S)NN1CCOCC1)c1cc(Br)ccc1Cl
0.0 | -2.2 | Cc1ccc(C)c(NC(=S)N2CCCCC2CO)c1 (stereo not given)
2.7 | . | COc1ccc(CNC(=O)c2ccc(NS(=O)(=O)c3ccc4[nH]c(=O)[nH]c4c3)cc2)cc1OC
-0.4 | 0.04 | CN(Cc1ccc(Cl)cc1)C(=O)c1ccc2ccccc2n1
. | -0.62 | CCCOC(=O)c1[nH]c2c(c1C)C(=O)CC(c1ccc(OC)c(OC)c1)C2 (stereo not given)

Next records follow.
STK33 kinase inh | Kir21 block | molecule
-0.2 | -0.88 | COc1ccc(/C=N\NC(=O)c2ccccc2F)cc1COc1ccc(F)cc1
-0.1 | 1.9 | COc1ccc(S(=O)Cc2ccc(C(=O)NCc3cccc(OC)c3)o2)cc1 (stereo not given)
-0.3 | -1.8 | COC(=O)Cn1ncn2c(cc3oc(C)cc32)c1=O
-0.4 | -1.7 | COc1cc(/C=N/NC(=O)c2cccs2)ccc1OCc1ccccc1
-1.1 | -3.4 | COC(=O)C1=NN(c2cccc3ccccc23)C2C(=O)N(c3ccccc3OC)C(=O)C12 (stereo not given)
1.2 | -2.7 | CCC(Sc1nc2ccncc2[nH]1)C(=O)Nc1cc(Cl)ccc1C (stereo not given)
0.0 | -0.99 | Cc1ccc(CSCCNC(=O)CSc2ccccc2)cc1
-1.0 | -0.27 | Cc1ccc(S(=O)(=O)N2CCC(C(=O)OCC(=O)N3CCCC3=O)CC2)cc1C
0.0 | 1.1 | COc1cc(OC)c2c(c1)C(=O)c1cc(OC)cc(OC)c1C2=O
-1.2 | -0.72 | CC(=O)Nc1ccc(Oc2nc(-c3cccnc3)nc3sc4c(c23)CCCC4)cc1
1.8 | 0.08 | CCc1nnc(NS(=O)(=O)c2ccc(N3C(=O)c4ccc(C(=O)O)cc4C3=O)cc2)s1
1.2 | 0.01 | CC(C)CN(C(=O)COC(=O)CNC(=O)c1ccccc1)c1c(N)n(Cc2ccccc2)c(=O)[nH]c1=O
-6.3 | -0.24 | CCOC(=O)c1nn(-c2ccc(Cl)cc2)c(C)cc1=O
-0.1 | -0.1 | CC(=O)N1CCc2ccc(S(=O)(=O)N3CC(C)OC(C)C3)cc21 (stereo not given)
-2.0 | 0.54 | CC(=O)N1c2ccc(S(=O)(=O)N3CCCCC3)cc2CC1C(=O)Nc1ccc(C)cc1 (stereo not given)
-0.6 | 0.26 | CC(=O)/C(N=Nc1ccc(C(=O)O)cc1[N+](=O)[O-])=C(\C)O
-0.7 | -1.3 | Cc1ccc(CN2CCC(Oc3ccc(C(=O)NCc4ccccn4)cc3)CC2)o1
-1.1 | 0.72 | O=c1c2c(n3nnnc3n1Cc1ccccc1)-c1ccccc1CC21CCCC1
0.5 | 1.3 | CCOc1ccc(Nc2ncnc3c2cnn3-c2ccccc2)cc1
-0.4 | -0.03 | CCCCNC(=O)c1onc(CSc2cccc(OCC)c2)c1C(=O)O
-1.3 | 0.24 | CC(Sc1nccn1C)C(=O)c1ccc(Br)cc1 (stereo not given)
0.8 | -0.4 | O=C(C1CCC1)N1CCN(S(=O)(=O)c2ccccc2)CC1
-1.0 | -2.1 | Cc1ccc(-n2c(Cc3cccs3)nnc2SCC(=O)OC(C)C)cc1
2.0 | -2.6 | CCOC(=O)C(C)Sc1nc2c(cnn2-c2ccc(F)cc2)c(=O)[nH]1 (stereo not given)
-1.8 | -0.01 | CCS(=O)(=O)N1CCC(C(=O)Nc2ccccc2OC)CC1
1.7 | -0.15 | CCOc1ccc(C2NC(=O)NC(C)=C2[N+](=O)[O-])cc1OC (stereo not given)
1.4 | 0.1 | CCCN1CCN(C(=O)Cn2ncc3c([nH]c4ccc(C)cc43)c2=O)CC1
-0.6 | -2.2 | COc1ccc(OC)c(N(CC(=O)N2CCCC2)S(=O)(=O)c2ccc(OC)c(OC)c2)c1
0.8 | 0.69 | CCC(=O)c1ccc(N2CCN(C(=O)Cc3ccccc3)CC2)c(F)c1
0.3 | 1.7 | COc1cccc(CC2(CO)CCCN(C(=O)c3cc[n+]([O-])cc3)C2)c1 (stereo not given)

4 entries picked at random from those above, as already listed:
STK33 kinase inh | Kir21 block | molecule
1.7 | -0.15 | CCOc1ccc(C2NC(=O)NC(C)=C2[N+](=O)[O-])cc1OC (stereo not given)
-1.1 | -3.4 | COC(=O)C1=NN(c2cccc3ccccc23)C2C(=O)N(c3ccccc3OC)C(=O)C12 (stereo not given)
-0.4 | -1.7 | COc1cc(/C=N/NC(=O)c2cccs2)ccc1OCc1ccccc1
1.2 | -2.7 | CCC(Sc1nc2ccncc2[nH]1)C(=O)Nc1cc(Cl)ccc1C (stereo not given)

The listing continues:
STK33 kinase inh | Kir21 block | molecule
-1.0 | -1.4 | CCCCCCN1C=CC=C/C1=C\C=C(C#N)C#N
-0.2 | -0.52 | COc1ccc(CNC(=O)CCc2nc(-c3ccccc3F)no2)c(OC)c1
-0.4 | -0.28 | CC(=O)OC1CCC2(C)C(CCC3C2CC(OC(C)=O)C2(C)C3C[C@@H]3O[C@]4(CC[C@@H](C)CO4)[C@@H](C)C32)C1 (stereo not given in full)
-1.5 | 0.78 | CCCc1nc2ccc(NC(=O)c3cccs3)cc2c(=O)n1Cc1ccc(Cl)cc1
-2.5 | 0.3 | Cc1cc2ncn(CCC(=O)NC(C)(C)C)c2cc1C
0.0 | 1.2 | CCn1[nH]c(=O)c(=Nc2c(C)n(C)n(-c3ccccc3)c2=O)cc1-c1ccc(Cl)cc1
0.4 | -0.23 | CC(=O)Oc1ccc(C)cc1-n1nc2ccccc2n1
-2.3 | 0.54 | O=C(ONC1=NCCCCC1)c1ccc([N+](=O)[O-])cc1
-0.3 | . | CC1CCN(C(=O)CN2c3cccc4cccc(c34)S2(=O)=O)CC1
-0.6 | 0.05 | CC1CCCC(NC(=O)CCCn2ncn3c(cc4occc43)c2=O)C1C (stereo not given)
-0.4 | 0.76 | COc1ccc(CN2CCCC(CO)(Cc3ccc(F)cc3)C2)c(OC)c1OC (stereo not given)
-0.1 | 0.83 | CCCc1ccc(Oc2cn[nH]c2-c2ccc(O)cc2O)cc1
-2.5 | 0.22 | CN1CCN(Cc2nc3c(c(=O)[nH]c(=O)n3C)n2Cc2c(F)cccc2Cl)CC1
-0.3 | -12* | S=C(NCc1ccc2c(c1)OCO2)NC1CCN(Cc2ccccc2)CC1
